HEK293 NOD2/NF-kB: NOD2 signaling inhibitors, cell-based, luminescence, uHTS, HEK293 (AID 1566); HEK293 NOD2/NF-kB luciferase reporter, luminescence; higher % means a stronger effect; inhibition, % at 4 µM; hits with a dose series show EC50 in µM; 290,000 tested, 0.63% active; in the data active = inhibition above about 50%; note: many of its hits are not listed in these tables
Dynein cargo inh: inhibitors of GR-EGFP nuclear translocation, primary screen, dynein cargo transport inhibitor project, imaging, high-content, 3617.4 mouse cells; test concentration mostly 20 µM; stimulated with dexamethasone, 1 µM; active compounds read low; z-score, hits read low; 220,000 tested, 0.47% active;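 active = plate z-score of nuclear minus cytoplasmic receptor signal below a set negative limit, without overly bright fluorescence or cell loss, cut at about -3.5 in these data, passing the limit was not always enough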;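 note: z-score of nuclear minus cytoplasmic ring GR-EGFP intensity difference per well; some compounds called inactive have numbers as strong as hits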
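Buffer or medium: tet-free medium with charcoal-stripped serum / Also added: dexamethasone agonist, 1.0 µM final, for 30 min / Timing: induction 48 h, compound 1 h, agonist 30 min / Measured by: high-content fluorescence imaging after fixation / Read-out: nuclear-to-cytoplasmic GR-EGFP distribution per well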
MT stabilize HCS: microtubule stabilizers in HeLa cells, primary screen, imaging, high-content imaging | HeLa tubulin immunostaining HCS, 24 h; share of cells brighter than vehicle mean+2SD | % tubulin-high responders, % at 10 µM | AID 2205, 2009 | 200,000 tested, 0.83% active;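 active = plate Z-score above 3 for both tubulin-high and condensed-nucleus cell shares, with cell loss under 80%, at 10 µM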;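 note: anti alpha tubulin signal scored within the nucleus-defined area of each cell; some results filed as inactive read as strong as hits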
b-catenin transl: modulators of beta-catenin nuclear translocation, primary screen, imaging, HeLa cells, immunofluorescence, high-content; nuclear translocation activity, % at 5 µM; AID 1665, 2009; 190,000 tested, 0.3% active;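 active = nuclear translocation activity above 50% at 5 µM, with a well cell count of 50 or more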;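 note: per-cell ratio of nuclear to cytoplasmic median beta-catenin stain intensity; plate controls were DMSO negative control for no effect and GSK-3 inhibitor IX positive control for full effect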
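System: HeLa cells, endogenous beta-catenin; compound dosing: 5 µM primary single dose, 0.1% DMSO, 0.02–20 µM confirmation series; incubation: 24 h compound exposure at 37°C, 5% CO2; signal: beta-catenin immunofluorescence imaging with DAPI; evaluation: % activation, nuclear-to-cytoplasmic median beta-catenin signal ratio per cell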
Autophagy mod: autophagy modulators in MEF cells, primary screen, imaging, high-content, MEF GFP-LC3. MEF GFP-LC3 puncta imaging; test concentration mostly 10 µM. calls only at 10 µM (by protocol). 190,000 tested, 0.98% active. AID 463193, 2010;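 active = percentage of spot-positive cells more than 3 SD above its plate mean, without a fluorescence outlier flag or 80% toxicity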;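 note: spot-positive cell cutoff set from DMSO-treated cells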
M17LAP inhibition: P. falciparum M17LAP inhibitors, primary screen, biochemical, fluorogenic H-Leu-NHMec substrate, 1536-well (AID 1619). Leucine aminopeptidase (Plasmodium falciparum (isolate 3D7)). recombinant M17LAP, H-Leu-NHMec fluorogenic kinetic assay; higher % means a stronger effect. one-dose inhibition, % at 30 µM; IC50 in µM for titrated hits. 220,000 tested, 0.38% active;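 active = compound inhibiting the enzyme by more than half at any dose during confirmatory dose-response retesting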;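 note: plate controls were full reaction with DMSO carrier for no effect and no enzyme background for full effect; strong numbers were not always called active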
Yfh1-depleted yeast: enhancers of respiration in Yfh1-depleted yeast, dose response, Friedreich's ataxia, plus single-dose screen (AID 1465) | 220,000 tested, 0.074% active | fold induction at 50 µM, or EC50 in µM where a hit was titrated | S. cerevisiae Yfh1-off respiration, WST-1 reduction, 72 h; higher fold induction means a stronger effect;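 active = fold induction of absorbance versus untreated yeast above a set limit, then at least 30% activation at any dose in follow-up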;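 note: activators that raise dye reduction in frataxin-depleted yeast; strong numbers were not always called active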
Insulin prom up: insulin promoter activators in MIN6 cells, imaging, high-content screening, mouse beta cells; MIN6 insulin promoter-GFP reporter; active compounds read high; z-score at 5 µM; 190,000 tested, 0.3% active; AID 1625, 2009;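 active = z-score above 3 at 5 µM with at least 500 cells counted in the well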
NOD1 inhibition: NOD1 signaling inhibitors, primary screen, cell-based, luminescence, uHTS (AID 1578); NOD1-driven NF-kB luciferase reporter cells, luminescence; higher % means a stronger effect; inhibition, % at 4 µM; hits with a dose series show EC50 in µM; 290,000 tested, 1% active; in the data active = inhibition mostly above about 36%, no sharp cut-off; inactive = mostly below about 34%;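 note: HEK-293T reporter cells stimulated with the NOD1 agonist gamma-tri-DAP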
Dynein cargo inh cytoplasmic EGFP: further read-out of Dynein cargo inh, marked with its call; z-score; measured here: cytoplasmic GR-EGFP intensity; active compounds read high
Dynein cargo inh nuclear GR-EGFP: second read-out of Dynein cargo inh, no call of its own (marks repeat the call); z-score; measured here: nuclear GR-EGFP intensity;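 lower value marks the stronger effect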
Dynein cargo inh cell count: second read-out of Dynein cargo inh, no call of its own (marks repeat the call); z-score; measured here: cell count per field
Insulin prom up cell count: further read-out of Insulin prom up, marked with its call; cell count; measured here: cytotoxicity, nuclei count;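 total cells summed across four imaged fields per well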
b-catenin transl cell count 5 µM: recorded beside b-catenin transl, whose call it bears; cell count; measured here: cell count, cytotoxicity flag
MT stabilize HCS Hoechst-high %: further read-out of MT stabilize HCS, marked with its call; % Hoechst-high responders; measured here: nuclear condensation Hoechst responders;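 share of cells brighter than vehicle mean plus two SD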
MT stabilize HCS cytotoxicity %: second read-out of MT stabilize HCS, no call of its own (marks repeat the call); toxicity, %; measured here: cytotoxicity by cell density;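 0% = mean cell density of plate MIN control wells and 100% = no cells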
Autophagy mod cell loss 18 h: recorded beside Autophagy mod, whose call it bears; toxicity, %; measured here: cell loss, nuclei count;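 cell loss after 18 h compound exposure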
* = called active by the depositor; i = inactive; x = not tested or not shown; & = joins results of further samples. An excerpt. The share of hits here may be higher or lower than overall.

SMILES	HEK293 NOD2/NF-kB	Dynein cargo inh	Dynein cargo inh cytoplasmic EGFP	Dynein cargo inh nuclear GR-EGFP	Dynein cargo inh cell count	MT stabilize HCS	MT stabilize HCS Hoechst-high %	MT stabilize HCS cytotoxicity %	b-catenin transl	b-catenin transl cell count 5 µM	Autophagy mod	Autophagy mod cell loss 18 h	M17LAP inhibition	Yfh1-depleted yeast	Insulin prom up	Insulin prom up cell count	NOD1 inhibition
Cn1c(C(=O)NCCN2CCc3ccccc3C2)cc2c(=O)n(C)c3ccccc3c21	4.1%	0.18	-0.131	0.409	0.0563	1.5	4.1	9.6	-0.1	1209	i	9.2	-1.7%	i	0.27	883	-8.1%
COc1ccccc1-c1nn(Cc2ccccc2)cc1/C=C/C(=O)O	16.0%	-0.564	-0.262	-0.292	0.461	x	x	x	1.4	1257	x	x	-7.5%	i	0.5	1174	-7.5%
Cc1ccc(O)c(-c2cc(C(=O)Nc3ccc(S(=O)(=O)Nc4nccc(C)n4)cc3)[nH]n2)c1	14.6%	-0.0563	0.0501	0.447	-0.526	x	x	x	0.4	1321	x	x	2.4%	i	-0.04	992	2.2%
O=C(CCn1nc(-c2ccc(Cl)cc2)c2ccccc2c1=O)NCCN1CCOCC1	-29.2%	-0.116	-0.191	0.25	-0.415	2.1	1.7	5.2	-0.2	1417	i	0.5	2.9%	i	-0.37	1081	12.6%
CCCCC(=O)Nc1cccc(NC(=O)c2cccc([N+](=O)[O-])c2)c1	9.9%	-0.13	-0.338	-0.206	0.179	3.8	1.4	11.5	-2.7	1043	i	-5.6	5.2%	i	-0.33	1480	-10.1%
Cc1cc(N/C=C/C(=O)c2cccc3ccccc23)no1	0.2%	-0.591	-0.284	-0.231	0.137	3.2	3.4	4.6	-0.2	1142	i	16.5	3.1%	i	-0.19	1296	-11.7%
O=C(CSc1nnc(-c2ccc(NS(=O)(=O)c3ccccc3)cc2)o1)NCC1CCCO1 (stereo not given)	11.6%	-0.133	-0.215	0.244	-0.106	2.7	2.3	9.4	-7.3	1051	x	x	6.04µM*	i	0.05	1208	-9.1%
COC(=O)/C=C1/S/C(=N/N=C/c2ccc(N(C)C)cc2)NC1=O	10.6%	-0.0597	-0.144	0.0269	-0.643	10.0	1.5	9.8	7.1	1055	i	-11.9	5.5%	i	0.07	1396	2.9%
CC(=O)NCCCCCCNC(C)=O	6.4%&10.3%	0.123	-0.32	0.246	0.636	3.5	2.3	9.6	-2.1&-2.3	579&1197	i	24.3	1.7%&-0.4%	i	-0.35	1453	-27.9%&-2.6%
Cc1ccc(NC(=O)CSc2nnc(-c3ccc(S(=O)(=O)N4CCOCC4)cc3)n2C)cc1	21.1%	-0.391	0.0626	0.124	-0.0799	2.7	2.6	6.2	x	x	i	-4.4	7.8%	i	1.99	1243	30.2%
CC1CCCN(c2nc3nonc3nc2Nc2ccccc2F)C1 (stereo not given)	0.4%	2.08	-0.166	1.76	-1.56	2.4	1.4	4.3	0.3	1148	i	-4.3	-10.3%	i	0.21	1424	23.5%
CC1(C)CC(NC(=O)c2ccccn2)CC(C)(C)N1O	18.3%	0.242	-0.345	-0.0498	0.921	6.7	1.2	4.5	-3.7	1100	i	8.2	-1.6%	i	-0.1	1528	-33.4%

Overlap with the part before: three entries, followed by the next part.
SMILES	HEK293 NOD2/NF-kB	Dynein cargo inh	Dynein cargo inh cytoplasmic EGFP	Dynein cargo inh nuclear GR-EGFP	Dynein cargo inh cell count	MT stabilize HCS	MT stabilize HCS Hoechst-high %	MT stabilize HCS cytotoxicity %	b-catenin transl	b-catenin transl cell count 5 µM	Autophagy mod	Autophagy mod cell loss 18 h	M17LAP inhibition	Yfh1-depleted yeast	Insulin prom up	Insulin prom up cell count	NOD1 inhibition
Cc1ccc(NC(=O)CSc2nnc(-c3ccc(S(=O)(=O)N4CCOCC4)cc3)n2C)cc1	21.1%	-0.391	0.0626	0.124	-0.0799	2.7	2.6	6.2	x	x	i	-4.4	7.8%	i	1.99	1243	30.2%
CC1CCCN(c2nc3nonc3nc2Nc2ccccc2F)C1 (stereo not given)	0.4%	2.08	-0.166	1.76	-1.56	2.4	1.4	4.3	0.3	1148	i	-4.3	-10.3%	i	0.21	1424	23.5%
CC1(C)CC(NC(=O)c2ccccn2)CC(C)(C)N1O	18.3%	0.242	-0.345	-0.0498	0.921	6.7	1.2	4.5	-3.7	1100	i	8.2	-1.6%	i	-0.1	1528	-33.4%
CC(C)c1onc(C(=O)N(C)C2CCCCC2)c1[N+](=O)[O-]	-1.5%	-0.299	-0.276	-0.0249	0.0775	3.7	2.0	1.2	-0.2	1086	i	12.4	0.8%	i	1.55	1146	-17.9%
O=c1c2ccccc2cnn1Cc1n[nH]c(=S)n1-c1ccccc1Cl	7.4%	0.204	-0.262	0.384	-0.0821	5.7	1.8	3.8	-0.3	955	i	13.7	-3.8%	i	0.06	1321	-8.7%
O=C(Cn1c(=O)c2c(ncn2Cc2ccccc2)n(Cc2ccccc2)c1=O)N1CCc2ccccc21	4.8%	0.169	-0.222	0.0886	0.751	3.0	2.3	6.1	-0.6	1212	i	0.8	-6.3%	i	-0.65	910	-8.5%
Cc1ccc(N2CC(=O)Nc3c(oc4nc(-c5ccccc5)cc(C)c34)C2=O)cc1	18.6%	-0.377	-0.27	0.22	0.775	x	x	x	0.8	1345	x	x	-16.6%	i	-0.26	1125	6.9%
Cc1cccc(OCc2nnc(SCC(=O)N3c4ccccc4Sc4ccc(Cl)cc43)o2)c1	4.3%	0.239	-0.308	-0.182	-0.00539	1.7	3.0	14.0	-1.0	1009	i	-7.2	-23.7%	i	-0.07	2168	-20.5%
O=C(CSc1nnc(-c2cnccn2)n1Cc1ccco1)c1ccccc1	0.7%	-1.78	-0.283	-0.496	0.491	4.6	2.2	7.2	-6.6	1026	i	5.2	5.7%	i	0.44	1374	-2.8%
CN=c1scc(-c2c[nH]c3ccccc23)n1C	8.1%	-0.724	-0.0816	-0.373	0.896	3.0	1.4	4.3	-0.6	1027	i	7.9	10.5%	i	0.14	1576	-26.4%
C=CC(O)(C#CCN(CC)CC)c1ccccc1 (stereo not given)	19.9%	0.000963	-0.263	0.3	1.24	3.9	1.1	4.3	x	x	i	3.6	-3.1%	i	-0.6	1291	-10.7%
Cc1cccc2sc(N(CCCN(C)C)C(=O)c3sc4ccccc4c3Cl)nc12	-0.6%	-0.768	-0.204	-0.435	0.791	5.6	2.0	5.5	-1.1	1089	i	15.7	5.6%	i	-0.2	1489	-21.0%
COc1ccc(S(=O)(=O)N2CCCOC2CNC(=O)C(=O)NCc2ccco2)cc1C (stereo not given)	12.0%	-0.705	-0.37	-0.716	0.594	6.6	4.0	5.7	2.8	975	i	3.0	-0.5%	i	-0.41	1543	-26.9%
CC(C)COCC(CN(Cc1ccccc1)c1ccccc1)N1CCCC1 (stereo not given)	-27.8%	x	x	x	x	x	x	x	-3.5	1091	x	x	0.4%	i	-0.94	1078	-19.4%
CCOC(=O)NC(NC(=S)Nc1ccccc1[N+](=O)[O-])C(Cl)(Cl)Cl (stereo not given)	-4.0%	-0.984	-0.173	-0.669	0.3	0.7	1.6	9.1	x	x	i	-5.9	9.3%	i	-0.98	806	-4.7%
Nc1c(C(=O)c2ccccc2)sc2c1c(=O)[nH]c(=O)n2-c1ccccc1	3.6%	-1.62	-0.173	-1.03	0.639	7.5	2.7	12.0	-0.9	1022	i	-1.2	-10.3%	i	0.16	1451	-5.5%
O=C(/C=C/c1ccc(O)cc1)c1ccc(O)cc1O	-35.9%	-1.78	0.182	-0.344	0.382	10.9	6.9	24.9	x	x	i	18.9	20.3%	i	-0.21	1126	-20.4%
CC(C)c1[nH]nc2c1C(c1ccco1)C(C#N)=C(N)O2 (stereo not given)	-2.4%	-0.433	-0.187	0.216	-0.105	2.8	2.3	5.6	0.7	1395	i	24.8	x	i	-0.01	1538	12.2%
Cc1ncoc1C(=O)N1CCCC(C(=O)c2cccc3ccccc23)C1 (stereo not given)	-1.6%	0.367	-0.365	0.045	0.557	1.3	1.0	5.7	0.7	979	i	2.4	-6.1%	i	0.5	1533	-28.6%
O=C(CCN1C(=O)c2ccccc2C1=O)N1CCN(C(=O)c2ccccc2)CC1	-10.3%	-0.34	-0.272	-0.108	0.837	2.3	1.2	1.4	x	x	i	5.4	11.9%	i	1.85	1222	12.7%
COCc1cc(=O)[nH]c(/N=C(\N)Nc2ccc(Cl)c(Cl)c2)n1	15.6%	-0.0793	-0.169	-0.143	-0.122	x	x	x	0.6	1355	x	x	-13.2%	i	-0.5	1333	-5.5%
CC(C)c1ccccc1NC(=O)COC(=O)CCN1C(=O)/C(=C\C=C\c2ccccc2)SC1=S	30.9%	-1.29	0.0681	-0.93	1.21	2.6	3.8	9.8	1.4	551	i	13.5	10.8%	i	-0.46	1315	26.7%
CC12CN(C(=O)c3ccco3)CC(c3ccccc3)(CN(C(=O)c3ccco3)C1)C2=O	22.3%	0.459	-0.225	0.626	-1.27	1.7	1.3	4.8	-2.4	390	i	-2.8	13.0%	i	x	x	-8.3%
